Assay outcomes from PubChem BioAssay.
SRC3 TRFRET art – TR-FRET artefact, counter-screen to PPARgamma/SRC-3 agonist assay. PPARgamma/SRC-3 format; stronger effect = higher value. TR-FRET ratio at 8 µM. 99,000 compounds, 0.39% hits; in the data active = TR-FRET ratio above about 2000; also: inactives centre near 1600; reference of the scale not given here
SRC1 TRFRET art – counter-screen for PPARgamma SRC-1 recruitment agonists: TR-FRET artefact | TR-FRET ratio at 8 µM | TR-FRET detection artefact counter-screen, emission ratio; stronger effect = higher value | 99,000 compounds, 0.34% hits; in the data active = TR-FRET ratio above about 2300; also: inactives centre near 1800; reference of the scale not given here
The depositor's hits bear a star.

Compound,SRC3 TRFRET art,SRC1 TRFRET art
CCOc1ccc(C2=C(C=C(C#N)C#N)C(c3ccccc3)c3ccccc3O2)cc1 (stereo not drawn),1788,1905
CC(C)(C)c1nc2scc(-c3ccc(Br)cc3)c2c(=O)o1,1497,1601
Cc1cccc2cc(CN(Cc3cccs3)C(=S)NCc3ccco3)c(=O)[nH]c12,1604,1971
O=C(COC(=O)c1cc([N+](=O)[O-])ccc1NCc1ccccc1)NC1CCCCC1,1574,1750
c1ccc(-c2cc(-c3nnco3)c3ccccc3n2)nc1,1529,1961
O=C(OCn1nnc2ccccc2c1=O)c1ccc(O)cc1,1526,1731
CCNC(=S)NS(=O)(=O)c1ccc(C)cc1,1366,1744
CC1CCOC(c2coc3ccccc3c2=O)O1 (stereo not drawn),1629,1910
N#C/C(=C\c1ccc(C(=O)O)cc1)S(=O)(=O)c1cc(Br)ccc1Br,1703,1767
CCC(C(=O)O)N1C(=O)/C(=C/c2cccn2C)SC1=S (stereo not drawn),1529,1715
O=C(/C=C/c1ccccc1[N+](=O)[O-])Nc1cccnc1,1432,1843
COC(=O)CSc1nc(N)c2c3c(sc2n1)CCCC3,1374,1607
O=C(Oc1coc(CSc2ncccn2)cc1=O)c1ccccc1[N+](=O)[O-],1629,1966
Cc1cc(=O)n2[nH]cnc2n1,1512,1645
C/C(=N\NC(=O)c1ccc(NS(=O)(=O)c2cccs2)cc1)c1ccccc1,1509,1890
CCCOc1ccc(C(=O)CCNc2cccc(Cl)c2)cc1,1638,1859
COC(=O)CC1C(=O)NCCN1C(=O)OC(C)(C)C (stereo not drawn),1419,1852
O=C(C1CC1)N1CCN=C1SCc1ccccc1,1702,1761
N#C/C(=C/c1ccccc1)C(=O)NCc1ccccc1,1860,2062
COc1ccc(/C=C2\SC(N3CCc4ccccc4C3)=NC2=O)cc1,1611,1989
O=C(c1ccccn1)N1CC=C(c2ccccc2)CC1,1507,1845
Cc1ccc(NC(=S)N(CCCN2CCC(C)CC2)Cc2ccco2)cc1,1484,1665
O=C(Cn1nnc(-c2ccccc2)n1)NNC(=O)c1ccco1,1385,1781
COc1ccccc1CCc1nnc(CCC(=O)NCCOc2cccnc2)o1,1604,1688
CC(C)(C)OC(=O)N/N=C\C=C\c1ccc2c(c1)OCO2,1438,1901
Cn1c(N)c(S(=O)(=O)N2CCN(Cc3ccccc3)CC2)c(=O)n(C)c1=O,1482,2014
COc1ccc(N2Cc3ccccc3/C2=N\C(=O)Nc2ccccc2)cc1,1434,1803
CCC(C)NC(=O)CC1Oc2ccc(C)cc2NC1=O (stereo not drawn),1634,1713
CN1CCN(C(=S)NC(=O)c2ccc(S(=O)(=O)N3CCOCC3)cc2)CC1,1331,1543
CCOc1ccccc1CNS(=O)(=O)c1ccc2[nH]c(=O)sc2c1,1396,1672
CSc1ccccc1NC(=O)CSc1n[nH]c(C)c1[N+](=O)[O-],1500,1711
O=C1OC(C(=O)NCc2ccccc2)Cc2ccccc21 (stereo not drawn),1530,1670
CCc1ccc(NC(=O)c2cnc(N3CCN(c4ccccn4)CC3)c3ccccc23)cc1,1491,1751
Cc1ccccc1-n1c(SCc2csc(Nc3ccccc3)n2)nnc1-c1cccnc1,1690,1806
O=C(NC1CCCc2ccccc21)C1CCN(S(=O)(=O)c2cccc(C(F)(F)F)c2)CC1 (stereo not drawn),1696,1893
CC1=CC2=NC(=O)/C(=C\c3cn(C)c4ccccc34)C(=N)N2O1,1626,1612
CCn1c2ccccc2c2cc(NC(=O)CSc3nnnn3-c3ccccc3)ccc21,1858,1850
Cc1ccc(NC(=O)CSCc2n[nH]c(=O)[nH]2)c(Br)c1,1525,1802
CN(C)S(=O)(=O)c1ccc(N2CCCC2)c(C(=O)NCC2CCCCC2)c1,1684,1785
O=C1CN(C(=O)CSc2nnc(Nc3ccccc3)s2)c2ccccc2N1,1678,2011
CCN(CC)CCOc1c(C)cccc1Cl,1537,1581
O=S(=O)(c1ccccc1)N1CCN(CC2CC3C=CC2C3)CC1 (stereo not drawn),1402,1978
Cc1cc(=O)oc2cc(OCCCN3C(=O)c4ccccc4C3=O)ccc12,1518,1740
O=C(CN1C(=O)COc2ccccc21)NCCC1=CCCCC1,1511,1782
Cc1cccc(C(=O)OCC(=O)Nc2sc3c(c2C#N)CCC3)c1,1428,1892
CCCCOc1ccc(C(=O)NN2CCN(C)CC2)cc1,1644,1862
CCN(CC)CCCNC(=S)N(Cc1cccnc1)Cc1cc2cccc(C)c2[nH]c1=O,1473,1498
Cc1[nH]nc(N)c1-c1ccc(Cl)cc1,1467,1947
O=C1CCCN1CCCNS(=O)(=O)c1cccc(F)c1,1581,2114
Cc1cc(C)nc(N2CCCC(C(=O)NCc3ccc4c(c3)OCO4)C2)n1 (stereo not drawn),1679,2053
O=C(Nc1ccc(-n2cccc2)cc1)C1CC1,1623,1965
O=[N+]([O-])c1ccc(NCCNCCOc2nonc2-c2ccccc2)c([N+](=O)[O-])c1,1658,1869
N#C/C(=C\c1c(Cl)cccc1Cl)c1nc2ccccc2o1,1557,1696
CN(CC1CCOCC1)C(=O)CC1C(=O)NCCN1Cc1ccc(-c2ccccc2)cc1 (stereo not drawn),1659,1841
CCCCSc1nc(C)c(CC(=O)O)c(=O)[nH]1,1479,1856
COc1ccccc1NC(=S)N1CCN(Cc2ccccc2)CC1,1397,1726
COc1ccc(-c2nnc(SCC(=O)NC(C)C)n2CC2CCCO2)cc1OC (stereo not drawn),1686,1850
O=C(Nc1ncc(Cc2ccc(Cl)cc2Cl)s1)c1ccc([N+](=O)[O-])cc1,1621,1975
COc1ccc(Cl)cc1NC(=S)NCc1ccc(S(N)(=O)=O)cc1,1615,1631
Cc1cccc(NC(=S)NCCSc2ccc(Cl)cc2)c1,1320,1677

Whole records, looked up by structure. Values in the order: SRC3 TRFRET art, SRC1 TRFRET art
CCN(CC)CCOc1c(C)cccc1Cl is listed as 1537, 1581
CC1=CC2=NC(=O)/C(=C\c3cn(C)c4ccccc34)C(=N)N2O1 is listed as 1626, 1612

Seven compounds already listed, sorted by count of non-hydrogen atoms, smallest number first:
Compound,SRC3 TRFRET art,SRC1 TRFRET art
O=C1OC(C(=O)NCc2ccccc2)Cc2ccccc21 (stereo not drawn),1530,1670
CSc1ccccc1NC(=O)CSc1n[nH]c(C)c1[N+](=O)[O-],1500,1711
O=S(=O)(c1ccccc1)N1CCN(CC2CC3C=CC2C3)CC1 (stereo not drawn),1402,1978
COc1ccccc1NC(=S)N1CCN(Cc2ccccc2)CC1,1397,1726
O=C(Nc1ncc(Cc2ccc(Cl)cc2Cl)s1)c1ccc([N+](=O)[O-])cc1,1621,1975
COc1ccc(-c2nnc(SCC(=O)NC(C)C)n2CC2CCCO2)cc1OC (stereo not drawn),1686,1850
CCN(CC)CCCNC(=S)N(Cc1cccnc1)Cc1cc2cccc(C)c2[nH]c1=O,1473,1498

Continued:
Molecule	SRC3 TRFRET art	SRC1 TRFRET art
Cc1ccc(S(=O)(=O)N(C)C)cc1NC(=S)NC(=O)C12CC3CC(CC(C3)C1)C2	1441	1744
COc1ccc(OC(C)C(=O)Nc2ccc(F)cc2F)cc1 (stereo not drawn)	1535	1773
COc1ccc(NC(=O)N(Cc2cccs2)Cc2cc3cc4c(cc3[nH]c2=O)OCO4)cc1	1584	1900
CC(=O)N1CCN(C(=O)CCc2nnc(CCCCc3ccccc3)o2)CC1	1499	1779
O=C(CSc1ccc(Cl)cc1)N/N=C/c1cccnc1	1722	1754
CC(Sc1nnc2ccccn12)C(=O)Nc1ccc2c(c1)OCO2 (stereo not drawn)	1392	1641
Fc1ccc(/C=N/N2CCOCC2)c(F)c1	1719	1972
CCCOc1cccc(C(=O)O)c1	1715	1689
Cn1c2c(c(=O)[nH]c1=O)C(c1ccc(O)cc1)C1=C(N2)c2ccccc2C1=O (stereo not drawn)	1404	1866
CCN(CCN(C)C)C(=O)c1ccc2c(c1NCCO)C(=O)c1ccccc1C2=O	1689	1971
COc1ccccc1NC(=S)N(CCCN1CCOCC1)Cc1ccccn1	1523	1684
O=[N+]([O-])c1ccc(N2CCCCC2)cn1	1558	1867
CC1CCN(c2nc(-c3ccco3)c3c(c2C#N)CC(C)(C)OC3)CC1	1570	1886
CCOc1ccccc1-n1c(SCC(N)=O)nnc1-c1cccnc1	1532	1819
CCOC(=O)N1CCN(C(c2ccc(C(C)C)cc2)c2sc3nc(C)nn3c2O)CC1 (stereo not drawn)	1443	1596
COc1cc(S(=O)(=O)NCCCN2CCOCC2)ccc1-n1cnnn1	1457	1916
O=C1CCCN2N=C(SCC(=O)Nc3nccs3)SC2=N1	1409	1625
Oc1ccc(C[C@@H]2CNC(=S)N2CCCCC2CCCCC2)cc1	1643	1617
N#Cc1c(C(F)(F)F)cc(C2CC2)[nH]c1=O	1498	1612
Cc1ccc(NC(=O)/C(=C/c2cccc(Br)c2)NC(=O)c2ccco2)cc1	1726	1679
Cn1cccc1C1(C(F)(F)F)NCCNC1=O (stereo not drawn)	1467	1772
Cc1ccc2oc(-c3cccc(NC(=O)/C=C/c4cccc([N+](=O)[O-])c4)c3C)nc2c1	1758	1867
CC(C)N1CCC(=NNc2ccc([N+](=O)[O-])cc2S(=O)(=O)N2CCOCC2)CC1	1430	1752
O=C(CCC(=O)N/N=C/c1ccc(Br)s1)NCc1ccccc1	1605	1751
O=C(COC(=O)C(Cc1ccccc1)NC(=O)c1ccccc1)c1ccccc1 (stereo not drawn)	1455	2068
O=c1[nH]c(=O)n([C@H]2C[C@H](O)[C@@H](CO)O2)cc1F	1523	1693
Cc1nc(CN(C)C(=O)c2cc(COc3ccc4ncccc4c3)on2)cs1	1496	1867
C#CCOCCOCCOCCNc1nc(N2CCN(C(=O)[C@H](CCC(=O)O)n3cc(C(N)Cc4ccc(O)cc4)nn3)CC2)nc(N2CCN(C(=O)[C@H](Cc3cc4ccccc4[nH]3)n3cc(C(N)CC(C)C)nn3)CC2)n1 (stereo partly drawn)	1550	1783
COc1ccc(/C=N/NC(=O)c2ccc(Br)o2)cc1Cn1cc([N+](=O)[O-])cn1	1393	1615
O=C(CCNC(=O)c1ccccc1)N=Nc1c(O)[nH]c2ccccc12	1605	1970
O=C(NCCN1CCOCC1)C(=O)NCC1OCCN1C(=O)c1ccc(Cl)cc1 (stereo not drawn)	1725	1744
Cc1ccc(-n2nnnc2SCc2nnc(-c3ccccc3Br)o2)c(C)c1	1581	1917
CCOc1cc(CNc2ccc(N3CCCC3)cc2)cc(Cl)c1OC	1773	2142
N#C/C(=C\c1cccc([N+](=O)[O-])c1)C(=O)Nc1cccnc1	1912	1880
COc1c(C)cc(C(=O)C2CCCN(C(=O)/C=C/c3ccccn3)C2)cc1C (stereo not drawn)	1629	1623
COc1ccc(-c2[nH]ncc2CN2C[C@@H]3CCC[C@H]2C3)c(F)c1	1452	1684
Cn1cc(CN2CCN(Cc3cccnc3)CC2)c(-c2ccc3c(c2)OCCO3)n1	1669	1662
Nc1nc(-c2ccco2)nn1S(=O)(=O)c1ccccc1	1469	1634
COc1cccc(Cn2nnc(C(=O)NCc3ccc4c(c3)OCO4)c2N)c1	1552	1980
COc1ccc(-c2nsc3c(N4CCCCC4C)ncnc23)cc1 (stereo not drawn)	1757	1565
O=C(CCc1cnccn1)NC1CCCc2c1cnn2-c1ccc(F)cc1F (stereo not drawn)	1729	1789
Cc1ccccc1Nc1nc(NCc2ccco2)c2ccccc2n1	1532	1772
CCOc1cc(/C=N/NC(=O)c2ccc(=O)n(C)c2)ccc1O	1693	1688
C#Cc1ccc([C@H]2C=C(C(=O)NC3CC3)O[C@@H](OCC)[C@@H]2CCCO)cc1	1662	1762
CCOC(=O)c1c(C2CC2)csc1NC(=O)COC(=O)c1cc(OC)c(OC)cc1[N+](=O)[O-]	1560	1667
CC1(C)Cc2c(sc3c2c(N)nc(=S)n3Cc2ccccc2)CO1	1467	1758
O=C(Nc1ccc([N+](=O)[O-])cn1)C1CC1	1673	1829
COc1ccccc1Nc1nnc(SCc2cc(=O)n3ccsc3n2)s1	1608	1690
CCOC(=O)N/N=C\c1cccc(OC)c1	1588	1969
COC(=O)c1ccc(OC(=O)CCN2C(=O)C3C4c5ccccc5C(c5ccccc54)C3C2=O)cc1 (stereo not drawn)	1465	1997
C=CCNC(=O)CC12CC3CC(C1)CC(CC(=O)NCC=C)(C3)C2	1681	2048
COCCCNc1nc2ccccc2nc1NS(=O)(=O)c1ccccc1	1586	1575
COCCOc1cc(NC(=O)c2ccccc2)c(Cl)cc1Cl	1602	1467
NC(=O)C1CCN(C(=O)CSc2ncccn2)CC1	1746	1814
C#CCOCCOCCOCCNc1nc(N2CCN(C(=O)[C@H]([C@@H](C)CC)n3cc([C@@H](N)CO)nn3)CC2)nc(N2CCN(C(=O)[C@H]([C@@H](C)CC)n3cc([C@@H](N)CC(C)C)nn3)CC2)n1	1569	1879
COc1cc(/C=C/C(=O)OCC(=O)Nc2ccccc2Sc2ccc(Cl)cc2)ccc1O	1693	1789
Cc1ccc2[nH]c(=O)c(CC=C(Cl)Cl)c(C)c2c1	1429	1723
Cc1ccccc1N(CC(=O)N/N=C/c1cc(Br)c(C)o1)S(C)(=O)=O	1694	1692
Cc1ccsc1S(=O)(=O)N1CCCC(CCC(=O)NCc2ccccc2F)C1 (stereo not drawn)	1719	1854
COC(=O)CCC(=O)NC(=S)Nc1ccccc1F	1602	1766
Cc1cc(C)c2nc(-c3ccccn3)cc(C(=O)NCc3cc(C)n(C)n3)c2c1	1497	1759

A portion of the library. The share of hits here may be higher or lower than overall.
